Screening results deposited in PubChem by Broad Institute.
EWS-Fli block: EWS/Fli transcriptional activity inhibition | A673 NR0B1-luciferase reporter, viability-normalised | inhibition, % at 12.6 µM | actives 0.67% (n = 350,000) | AID 651661;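 active = mean inhibition of at least 50% after viability correction, with every replicate also passing that limit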;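 note: firefly luciferase signal divided by Alamar Blue viability fluorescence both relative to DMSO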
Casp6 inh: inhibitors of human caspase-6; P55212; purified caspase-6, Z-VEID-R110 cleavage fluorescence; inhibition, % at 12.5 µM; actives 0.53% (n = 350,000);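 active = mean inhibition across replicates at least about 35%, with every replicate also reaching that limit, limit read from the data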;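 note: 0% = median of neutral control wells and 100% = no fluorescence left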
Target sequence (P55212 24-179 limits assumed): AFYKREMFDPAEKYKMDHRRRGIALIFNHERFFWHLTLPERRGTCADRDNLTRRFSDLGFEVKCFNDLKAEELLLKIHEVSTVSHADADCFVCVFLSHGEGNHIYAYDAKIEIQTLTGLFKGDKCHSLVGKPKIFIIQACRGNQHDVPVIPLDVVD
Target sequence (P55212 194-293 limits assumed): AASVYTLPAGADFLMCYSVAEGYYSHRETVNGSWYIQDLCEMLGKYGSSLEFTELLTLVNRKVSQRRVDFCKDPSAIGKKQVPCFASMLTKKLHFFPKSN
Cneo AK release: causes C. neoformans cell lysis; adenylate kinase release luminescence, 4 h; normalised: neutral wells 0, clomiphene wells 100; lysis activity, % at 15 µM; actives 0.2% (n = 360,000); AID 651654;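 active = mean lysis activity across replicates of at least 80%, whatever share of replicates individually reach that level; inactive = mean lysis activity below 80%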
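Material: C. neoformans cells; Schedule: 4 h static compound exposure, 37 °C, read 1 h post-reagent; Measured by: adenylate kinase release luminescence; Read-out: signal increase indicating cell lysis; Controls: Clomiphene as positive lysis control.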
PAX8 inh HTS: inhibitors of PAX8 transcriptional activity in RMG-I cells; inhibition, % at 12.6 µM; RMG-I TPO-luciferase reporter, SteadyGlo, 24 h; actives 1.2% (n = 360,000);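 active = mean replicate inhibition at least 60% with every replicate also reaching 60%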;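 note: luciferase light reporting Pax8 driven TPO promoter activity; plate controls were median of neutral control wells for no effect and mitoxantrone controls for full effect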
PGC1a acetyl inh: lowers PGC1a acetylation signal in U2OS cells. actives 0.17% (n = 350,000). AlphaScreen anti-acetyl-lysine; with virally co-expressed GCN5 acetyltransferase. inhibition, % at 15.6 µM;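 active = every replicate shows inhibition of at least 40%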;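 note: 0% = neutral control wells and 100% = positive control wells; some results beyond the cut were filed as inactive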
LGR2 antag: blocks bursicon-induced cAMP signaling via Drosophila LGR2 | inhibition, % at 9.99 µM | actives 0.35% (n = 380,000) | HEK293 LGR2, CRE-luciferase, bursicon-stimulated, 4 h;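 active = drop in luminescence signal, shown as inhibition above about 50% in the replicate tests, limit read from the data, passing the limit was not always enough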;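 note: agonist challenge used bursicon conditioned medium at about half maximal strength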
FN deposition inh: fibronectin deposition inhibition. AH1F fibroblasts, Alexa488-fibronectin deposition fluorescence, overnight. inhibition, % at 12.6 µM. actives 0.086% (n = 350,000);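 active = mean inhibition across replicates of 30% or more, regardless of how many single replicates reach that level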;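 note: positive control wells lacked labelled fibronectin entirely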
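Assay system: AH1F fibroblasts / Quantity: 10000 cells per well / Medium: DMEM plus 2% serum, read in PBS / Reagent: labelled fibronectin 24 nM / Dosing: single dose, pinned / Times: 1 h cell attachment, overnight exposure to compound and label / Signal: fluorescence, ex 485 nm, em 525 nm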
miR122 inh: blocks miR-122 activity in Huh7 sensor cells; Huh7 miR-122 Renilla luciferase sensor, 48 h; neutral wells = 0, positive control = 100; actives 0.3% (n = 340,000); activation (reporter increase), % at 12.5 µM; AID 602342;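 active = mean replicate activation score at least 90 and every replicate individually at or above 90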;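 note: higher luciferase means less miR-122 activity so hits act as miR-122 inhibitors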
An asterisk follows results filed as active; . = not tested or not shown; & = joins results of further samples; [ ] = another dose, or the depositor's remark.

Results follow in this order: EWS-Fli block	Casp6 inh	Cneo AK release	PAX8 inh HTS	PGC1a acetyl inh	LGR2 antag	FN deposition inh	miR122 inh
1) COc1ccc(S(=O)(=O)N(C)C[C@@H]2Oc3cc(C#CC4CC4)ccc3S(=O)(=O)N([C@@H](C)CO)C[C@@H]2C)cc1
→ 12	2	1	.	-136	7	-15	4[16.7 µM]
2) Cc1ccc(N=Nc2cc(C)ccc2N)cc1
→ 43	3	.	-6	2	68*	3	.
3) C[C@H]1CN([C@@H](C)CO)S(=O)(=O)c2ccc(C3=CCCCC3)cc2O[C@H]1CN(C)S(=O)(=O)c1ccc(F)cc1
→ 33	-1	-2	.	-18	9	.	-5[16.7 µM]
4) CCn1c(=N)n(CC(=O)c2ccc(Cl)c(Cl)c2)c2ccccc21
→ -162	-1	.	3	.	-11	-1	.
5) CCC1(CC)Cc2ccccc2-c2nc(CN(C)C)[nH]c(=O)c21
→ 13	-3	-2	-14	-53	13	.	-5
6) O=C(Cn1cc2c(n1)CCCCC2)NCc1ccccn1
→ -6	-1	0	11	.	-5	5	1
7) Cc1[nH]nc2c1C(CCc1ccccc1)C(C#N)=C(N)O2 (stereo unspecified)
→ 4	2	-1	.	-17	9	.	5
8) CCc1ccccc1NC1=NCC(=O)N1C1CCCC1
→ 10	2	.	-20	.	9	-21	.
9) O=C(Nc1ccc(NC(=O)c2sc3ccccc3c2Cl)cc1)c1ccco1
→ -35	0	-2	6	16	.	5	-5
10) CCNC(=O)[C@@H]1[C@@H](CO)[C@@H]2Cn3c(cccc3=O)[C@@H]2N1Cc1ccccc1Cl
→ 11	1	40	-9	.	4	.	1[16.7 µM]
11) Cc1cccc(N2CCN(S(=O)(=O)c3ccc4c(c3)C(C)(C)C(=O)N4C)CC2)c1C
→ -3	5	-1	23	-6	-19	4	6
12) Cc1nnsc1NC(=O)OCc1ccc(C(C)(C)C)cc1
→ .	.	2	.	-20	-26	.	-2
13) O=C(Nc1ccc2c(c1)[C@H]1C[C@H](CC(=O)N3CCc4ccccc4C3)O[C@@H](CO)[C@H]1O2)Nc1ccccc1F
→ 1	.	.	-14	-4	7	18	31[16.7 µM]
14) CC(C)C#Cc1cnc2c(c1)C(=O)N([C@@H](C)CO)C[C@@H](C)[C@@H](CN(C)C(=O)c1ccc3c(c1)OCO3)O2
→ 3	1	.	13	7	3	-14	.
15) COc1cccc2cc(C(=O)NC3CC4CCC3C4)oc12 (stereo unspecified)
→ -40	0	-1	-33	.	-4	12	.
16) COCCSc1nnc(NC(=O)CSCc2ccccc2)s1
→ .	4	2	.	-5	13	.	2
17) C[C@H](CO)N1C[C@H](C)[C@H](CN(C)C(=O)Nc2ccccc2)Oc2c(NC(=O)Nc3ccccc3)cccc2C1=O
→ 0	-1	-12	25	3	-6	.	-11[16.7 µM]
18) C[C@@H]1CN([C@H](C)CO)C(=O)c2cc(NS(=O)(=O)c3cccs3)ccc2O[C@@H](C)CCCCO[C@@H]1CN(C)C
→ -9	2	-5	6	19	-11	-5	-11[16.7 µM]
19) Cc1cc(C)cc(NC(=O)CN2CCN(c3ccccn3)CC2)c1
→ 1	-1	1	12	.	-3	3	.
20) O=C(CN1C(=O)c2cccc3cccc(c23)C1=O)N1CCN(c2ccccn2)CC1
→ 4	0	.	-2	2	-23	-6	6
21) Cc1cccc(-c2ccc([C@@H]3[C@H](CO)N4CCCCN(S(=O)(=O)c5cccc(C)c5)C[C@@H]34)cc2)c1
→ -5	-2	6	45	-12	15	.	-4[16.7 µM]
22) Cc1ccc(C(=O)Nc2cc(C)c(OCC(=O)N3CCOCC3)c(C)c2)cc1
→ .	.	-5	.	-12	1	.	-3
23) O=C(CN1CCC(NC(=O)Nc2ccccc2)CC1)Nc1ccccc1F
→ -3	-2	-1	2	.	1	0	.
24) Cc1cccc(C)c1OCC(=O)NCC1COc2ccccc2O1 (stereo unspecified)
→ -3	1	-1	0	-5	-21	-4	-1
25) CCNC(=O)Nc1ccc2c(c1)C(=O)N(C)[C@@H]1CC[C@H](CC(=O)NCc3cccc(F)c3)O[C@H]1CO2
→ 1	.	-1	-29	3	-1	.	-21[16.7 µM]
26) CN(C)c1ccc(C(=N)Cc2ccc3ccccc3n2)cc1
→ -43	3	.	-21	.	-46	.	.
27) CCN1CC(CN(C)Cc2nc(-c3ccc(C(F)(F)F)cc3)no2)CC1=O (stereo unspecified)
→ 12	2	1	12	-1	9	-19	-1
28) O=C(Nc1ccc(C(F)(F)F)cc1)c1cc(-c2cccnc2)nc2ccc(Br)cc12
→ .	.	11	.	5	7	.	14
29) CCCCNC(=O)CSc1nc(Cc2ccccc2)nc2ccccc12
→ 12	-2	1	13	.	5	10	.
30) COc1ccc(F)cc1S(=O)(=O)N1CCC2(CC1)OCCN2S(=O)(=O)c1cccs1
→ 6	0	-2	4	.	-13	-3	.
31) CC(=O)c1ccc(OCC(=O)OCc2cc(-c3ccco3)on2)cc1
→ -6	10	0	6	.	-10	-2	.
32) C[C@@H]1CN([C@@H](C)CO)C(=O)c2cc(-c3cccc(F)c3)cnc2O[C@H]1CN(C)C(=O)c1cnccn1
→ 9	1	4	-6	-1	3	.	-3[16.7 µM]
33) C[C@H]1CN([C@@H](C)CO)C(=O)c2ccccc2-c2ccccc2CO[C@@H]1CN(C)Cc1ccc(F)cc1
→ 0	2	46	-5	1	6	3	.
34) CCC1(c2ccc(F)cc2)NC(=O)N(CC(=O)N2c3ccccc3NC(=O)C2(C)C)C1=O (stereo unspecified)
→ 10	31	.	-3	.	-12	4	.
35) Cc1cc(C)c(S(=O)(=O)O)c(C)n1
→ .	.	-1	-2	-4	.	0	14
36) O=C(CN1C(=O)CCC1=O)Nc1nc2c(F)cc(F)cc2s1
→ -2	1	-1	0	.	18	-17	.
37) CN(C)C(=O)c1ccc(-c2ccc([C@@H]3[C@@H](CO)N4CCCCN(C(=O)C5CC5)C[C@@H]34)cc2)cc1
→ -5	3	0	-4	15	-12	.	-7[16.7 µM]
38) Cc1cc2c(c(C)c1Br)C(c1ccc3c(c1)OCO3)CC(=O)O2 (stereo unspecified)
→ -3	1	-1	0	-11	6	-5	-4
39) CC12CC(O)C3c4ccc(O)cc4CCC3C1CC/C2=N\O (stereo unspecified)
→ -1	-5	2	34	.	-13	1	.
40) CSc1nnc(N2C(=O)C(O)=C(C(=O)c3ccc(C)o3)C2c2ccc(C)cc2)s1 (stereo unspecified)
→ .	3	-1	-47	4	-11	0	-8

With a hit mark in LGR2 antag (from the list above):
item | SMILES | Casp6 inh | PGC1a acetyl inh | LGR2 antag | miR122 inh
2 | Cc1ccc(N=Nc2cc(C)ccc2N)cc1 | 3 | 2 | 68* | .

3 entries already listed, ordered by the value under LGR2 antag, ascending.
| No. | smiles | LGR2 antag |
| --- | --- | --- |
| 31 | CC(=O)c1ccc(OCC(=O)OCc2cc(-c3ccco3)on2)cc1 | -10 |
| 22 | Cc1ccc(C(=O)Nc2cc(C)c(OCC(=O)N3CCOCC3)c(C)c2)cc1 | 1 |
| 27 | CCN1CC(CN(C)Cc2nc(-c3ccc(C(F)(F)F)cc3)no2)CC1=O (stereo unspecified) | 9 |

The list continues.
Results follow in this order: EWS-Fli block	Casp6 inh	Cneo AK release	PAX8 inh HTS	PGC1a acetyl inh	LGR2 antag	FN deposition inh	miR122 inh
41) COc1ccccc1NC(=O)CSc1nnc(C)s1
→ 3	0	-2	7	-4	0	7	1
42) COc1ccc(-c2ccc3c(c2)O[C@@H](CN(C)CC2CC2)[C@@H](C)CN([C@@H](C)CO)S3(=O)=O)cc1
→ 1	.	.	.	1	-1	.	-5[16.7 µM]
43) COc1ccc(-c2ccc3c(c2)O[C@H](CN(C)C(=O)Nc2ccccc2F)[C@@H](C)CN([C@@H](C)CO)S3(=O)=O)cc1
→ 22	1	0	.	-2	-23	3	18[16.7 µM]
44) CCOc1ccc(C(C)C)cc1S(=O)(=O)N1CCOCC1
→ 5	-3	.	8	.	.	8	.
45) O=S(=O)(N[C@@H]1CC[C@H](CCn2cc(-c3cccnc3)nn2)O[C@@H]1CO)c1ccccc1
→ 2	-1	-3	-14	2	-4	.	.
46) COc1ccc(OCC(=O)Nc2ccncc2)cc1
→ -6	-3	4	-9	1	7	4	-3
47) O=C(C[C@H]1CC[C@@H]2[C@H](COC[C@@H](O)CN2Cc2cccc(Cl)c2)O1)N1CCCCC1
→ -3	-3	-1	17	-11	6	-9	-7[16.7 µM]
48) Cc1cc(OCC(=O)c2ccc(C(F)(F)F)cc2)n2cnnc2n1
→ -4	0	.	-1	.	5	5	.
49) OC[C@@H]1[C@@H](c2ccc(Cl)cc2)C(c2ccccc2)=NN1c1ccccc1
→ 1	-2	0	4	-8	12	0	9
50) Cc1noc(C)c1NC(=O)N1C[C@H](O)COC[C@@H]2O[C@H](CC(=O)NCC3CCCCC3)CC[C@H]21
→ -2	-1	1	12	-9	-2	-6	-3[16.7 µM]
51) COc1ccc(C(CNC(=O)c2cccc(S(=O)(=O)Nc3ccc(C)cc3)c2)N2CCCCC2)cc1 (stereo unspecified)
→ -17	5	.	12	.	3	11	.
52) CN1CCN(C(=O)C[C@@H]2C[C@@H]3c4cc(NS(C)(=O)=O)ccc4O[C@@H]3[C@H](CO)O2)CC1
→ -2	0	7	-5	3	-11	9	-3[16.7 µM]
53) Cc1ccc(S(=O)(=O)N(C)C[C@@H]2Oc3ccc(NS(=O)(=O)c4cccs4)cc3CC(=O)N([C@@H](C)CO)C[C@H]2C)cc1
→ 3	5	0	-45	0	2	.	2[16.7 µM]
54) CCOc1ccc(Nc2ncnc3c2nnn3Cc2ccccc2)cc1
→ -28	0	0	1	-5	-1	0	2
55) Cc1cccc(N(CC(=O)NC2CCCC2)C(=O)c2c(C)noc2C)c1
→ .	.	-2	-4	-2	.	10	-6
56) COc1ccc(OC)c(N2Cc3ccccc3C2)c1
→ .	.	-1	15	-14	.	-11	4
57) C[C@@H]1CCCCO[C@@H](CN(C)S(=O)(=O)c2ccc(F)cc2)[C@H](C)CN([C@H](C)CO)C(=O)c2cc(NC(=O)CCC(F)(F)F)ccc2O1
→ 18	4	12	7	0	-8	6	39[16.7 µM]
58) C[C@@H]1CN([C@@H](C)CO)C(=O)c2cc(C3=CCCCC3)cnc2O[C@H]1CN(C)S(=O)(=O)c1cn(C)cn1
→ -6	-2	-1	0	-23	29	-12	-1[16.7 µM]
59) Cc1cc(C)n(CC(=O)N/N=C/c2ccco2)n1
→ .	.	1	11	-8	.	.	2
60) COCC(=O)N1CC(=O)N2[C@H](CO)[C@@H](c3ccc(C#CC4CCCC4)cc3)[C@H]2C1
→ -1	-1	.	.	2	9	-8	.
61) COCCNc1ncnc2c1ncn2[C@H]1CN(Cc2cccs2)C[C@@H](CO)O1
→ 7	1	0	-30	.	-2	-7	-25
62) Cc1ccc2nc(-c3cccc(SC4CCCCC4)c3)c(NCc3ccccc3)n2c1
→ 15&16	0&-1	0	21&-1	-23	10&2	5&-10	6
63) N#CC(C#N)=C(Nc1ccccc1)c1ccccc1
→ -8	1	-2	15	-4	.	10	4
64) c1ccc(Cn2c(Cn3c(-c4cnccn4)nc4ccccc43)nc3ccccc32)cc1
→ 4	0	.	-6	.	-9	13	.
65) Cc1ccc(NC(=O)COC(=O)C2CC2)cc1Cl
→ 5	-6	-2	4	3	-27	0	-4
66) O=C(CSc1nc2ccccc2s1)NC(=O)NCc1ccco1
→ .	.	-1	10	3	.	7	4
67) COc1ccc(C(=O)N2C[C@@H]3[C@H](c4ccccc42)[C@@H](CO)N3Cc2ccc3c(c2)OCO3)cc1
→ 4	-5	0	24	-12	6	.	3[16.7 µM]
68) Cc1ccc(C2=NS(=O)(=O)N(C)C(C(=O)Nc3cc(C)n(CC(=O)N4CCC(C)CC4)n3)=C2)cc1
→ 4	-1	-9	-1	11	-6	12	-3
69) O=C(O)c1ccc(/C=N/Nc2nc3ccccc3[nH]2)cc1
→ -10	3	-1	-32	2	7	-8	0
